PAD4 FP inh: PAD4 (human) enzyme inhibition | inhibition, % at 6.36 µM | 330,000 tested, 0.41% active | AID 485272 | Q9UM07 | recombinant PAD4, RCA probe fluorescence polarization;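 active = percent inhibition above a cutoff equal to the mean of all tested compounds plus 3 SD, cut at about 15% in these data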;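 note: 0% = PAD4 with RCA probe and DMSO and 100% = probe without PAD4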
PREPL inhibitor: human PREPL enzyme inhibition; AID 2751; 320,000 tested, 0.68% active; inhibition, % at 5.96 µM; Q4J6C6; recombinant PREPL, fluorescence polarization activity-based probe; in the data active = inhibition above about 43%;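 note: 0% = enzyme with DMSO and 100% = wells lacking enzyme; many of its hits are not listed in these tables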
LYPLA2 inh: LYPLA2 (human) inhibition in PME1 counter-screen | O95372 | recombinant LYPLA2, FP-Rh probe fluorescence polarization | inhibition, % at 5.9 µM | 320,000 tested, 0.38% active | AID 2177;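 active = inhibition above the screen-wide mean plus 3 SD, limit set per campaign, cut at about 26% in these data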;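 note: 0% = LYPLA2 with DMSO and 100% = wells lacking LYPLA2 enzyme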
PAFAH1B3 FP inh: inhibitors of human PAFAH1B3 | Q15102 | recombinant PAFAH1B3, FP-rhodamine probe, fluorescence polarization | inhibition, % at 3.39 µM | 340,000 tested, 0.28% active;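 active = inhibition above the screen-wide average of all tested compounds plus 3 SD, cut at about 25% in these data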;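 note: 0% = enzyme with DMSO only and 100% = wells lacking PAFAH1B3 protein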
Target sequence (Q15102 whole entry, looked up): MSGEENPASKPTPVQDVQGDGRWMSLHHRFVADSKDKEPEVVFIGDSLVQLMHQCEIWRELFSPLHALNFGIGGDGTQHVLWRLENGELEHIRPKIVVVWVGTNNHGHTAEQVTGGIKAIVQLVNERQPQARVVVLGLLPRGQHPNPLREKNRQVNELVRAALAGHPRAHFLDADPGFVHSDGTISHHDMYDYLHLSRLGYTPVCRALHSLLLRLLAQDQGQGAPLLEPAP
PAFAH1B2 inh: PAFAH1B2 (human) inhibition; recombinant PAFAH1B2, FP-rhodamine activity probe, fluorescence polarization; inhibition, % at 3.39 µM; 340,000 tested, 1.2% active; AID 492953;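 active = inhibition above the mean of all tested compounds plus 3 SD, cut at about 24% in these data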;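 note: 0% = enzyme with DMSO and 100% = wells lacking PAFAH1B2; many of its hits are not listed in these tables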
Target sequence (P68402 whole entry, looked up): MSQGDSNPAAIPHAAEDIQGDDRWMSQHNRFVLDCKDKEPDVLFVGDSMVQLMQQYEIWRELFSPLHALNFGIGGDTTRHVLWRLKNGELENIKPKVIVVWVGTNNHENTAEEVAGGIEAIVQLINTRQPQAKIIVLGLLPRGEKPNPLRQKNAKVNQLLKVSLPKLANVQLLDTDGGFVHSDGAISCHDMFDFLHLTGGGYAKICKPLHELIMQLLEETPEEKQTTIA
LYPLA1 inh: LYPLA1 (human) inhibition in PME1 counter-screen; recombinant LYPLA1, FP-Rh probe fluorescence polarization; inhibition, % at 5.9 µM; 320,000 tested, 0.16% active; AID 2174;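 active = inhibition above the mean of all tested compounds plus 3 SD, set per campaign, cut at about 14% in these data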;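 note: inhibitors block serine hydrolase probe labeling of LYPLA1 so polarization falls; 0% = enzyme with DMSO and 100% = wells lacking LYPLA1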
Target sequence (O75608 whole entry, looked up): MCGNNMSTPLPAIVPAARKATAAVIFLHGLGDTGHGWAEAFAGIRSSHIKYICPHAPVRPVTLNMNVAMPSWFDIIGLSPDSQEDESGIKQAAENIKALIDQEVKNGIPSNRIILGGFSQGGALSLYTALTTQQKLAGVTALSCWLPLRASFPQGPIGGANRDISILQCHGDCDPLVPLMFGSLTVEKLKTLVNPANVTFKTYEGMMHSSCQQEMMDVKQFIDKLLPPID
PAFAH2 FP inh: PAFAH2 (human) inhibition; Q99487; recombinant PAFAH2, FP-rhodamine activity probe, fluorescence polarization; inhibition, % at 3.39 µM; 340,000 tested, 0.99% active;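 active = inhibition above the mean over all tested compounds plus 3 SD, cut at about 30% in these data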;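 note: inhibitors block probe labeling of enzyme so polarization drops; 0% = enzyme with DMSO and 100% = wells lacking PAFAH2 protein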
GSTO1 inh: counter-screen for RBBP9 inhibitors: inhibitors of human GSTO1. recombinant GSTO1, activity-based probe fluorescence polarization. inhibition, % at 5.96 µM. 300,000 tested, 1.1% active;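 active = inhibition above the campaign mean inhibition plus 3 SD, cut at about 35% in these data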;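 note: 0% = GSTO1-1 with DMSO and 100% = wells lacking GSTO1-1 enzyme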
Target sequence (P78417 whole entry, looked up): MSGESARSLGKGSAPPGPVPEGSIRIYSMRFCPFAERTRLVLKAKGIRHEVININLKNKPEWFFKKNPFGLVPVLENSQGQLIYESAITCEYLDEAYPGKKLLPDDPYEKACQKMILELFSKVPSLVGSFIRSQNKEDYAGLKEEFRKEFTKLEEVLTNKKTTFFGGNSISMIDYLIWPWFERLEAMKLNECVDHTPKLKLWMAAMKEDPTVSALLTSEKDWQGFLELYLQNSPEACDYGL
pPAFAH inh: inhibitors of human plasma PAF acetylhydrolase (pPAFAH). inhibition, % at 3.39 µM. recombinant pPAFAH, FP-rhodamine probe fluorescence polarization. AID 463082. Q13093. 330,000 tested, 1.5% active;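 active = inhibition above the mean inhibition across the screen plus 3 SD, cut at about 25% in these data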;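 note: inhibitors block binding of the rhodamine activity-based probe so polarization drops; 0% = enzyme with DMSO and 100% = wells lacking pPAFAH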
An asterisk follows results filed as active; nt = no result given. A portion of the library (hit frequency here may not be typical).

SMILES	PAD4 FP inh	PREPL inhibitor	LYPLA2 inh	PAFAH1B3 FP inh	PAFAH1B2 inh	LYPLA1 inh	PAFAH2 FP inh	GSTO1 inh	pPAFAH inh
O=C(COC(=O)Cc1n[nH]c(=O)c2ccccc12)NNC(=O)c1ccc(Cl)cc1	0	1	-3	10	5	-3	5	nt	7
O=[N+]([O-])c1cccnc1N1CCC(c2cc(-c3ccc(Cl)cc3)n[nH]2)CC1	-3	10	-41	-1	1	-14	-4	-1	4
Cc1nn(C2CCS(=O)(=O)C2)c(C)c1CN(C)C(=O)c1ccccc1 (centres undefined)	2	3	3	11	4	-4	5	nt	0
CC(C)(C)c1ccc(/C=N/NC(=O)C[n+]2ccccc2)cc1	0	6	4	6	-1	4	0	2	7
N=c1c2c3c(sc2ncn1CCN1CCOCC1)CCCCC3	-3	-3	17	4	1	-1	4	4	9
COc1ccc(-c2ccc(=O)n(CC(=O)NCC3COCCO3)n2)cc1 (centres undefined)	0	-3	5	4	3	0	-2	5	3
CCOC(=O)N1CCC(NS(=O)(=O)c2ccc(C)cc2)CC1	-1	-8	-2	nt	nt	0	nt	7	2
O=C(Cn1ncc2c(=O)oc3ccccc3c21)N1CCCN(Cc2ccccc2F)C1	0	-4	-3	0	-1	-2	-6	3	2
O=C(CN1CCN(S(=O)(=O)c2ccc(Cl)cc2)CC1)Nc1ccc(N2CCOCC2)cc1	-3	3	-1	2	15	2	-2	8	1
CCOc1ccc(NC(=O)CC2C(=O)N(CC)C(=S)N2CCN2CCOCC2)cc1 (centres undefined)	0	10	-6	8	2	-2	-1	6	-6
COc1cccc(-c2ccc(C#N)c(SCC(=O)NCCc3cccc(Cl)c3)n2)c1	-9	-4	-6	5	3	-4	8	7	1
CCOC(=O)c1oc2ccccc2c1NC(=O)C1CCCCC1	-1	-2	0	-1	2	-4	-5	3	-3
COc1ccc2[nH]c(=O)c(CN(Cc3cccnc3)C(=O)Nc3ccccc3)cc2c1	1	4	3	9	5	-1	0	-7	0
CSc1ccc(/C=N/N2CCN(Cc3ccccc3Cl)CC2)cc1	4	8	6	10	5	0	0	11	2
O=C(CCNC(=O)C1CCN(S(=O)(=O)c2ccc(F)cc2)CC1)Nc1ccccc1	0	-2	-3	7	7	3	0	-1	5
O=C1C(=O)N(CCN2CCOCC2)C(c2ccncc2)/C1=C(/O)c1ccc2c(c1)OCO2 (centres undefined)	-4	4	-5	0	1	-2	-1	-1	-7
O=C(COC(=O)c1cccc(S(=O)(=O)N2CCCC2)c1)NCc1ccccc1	-5	1	2	4	-2	-1	22	-3	5
O=C(Cc1ccc(S(=O)(=O)N2CCOCC2)s1)Nc1cc(C(F)(F)F)cc(C(F)(F)F)c1	-2	10	-33	-3	-6	-20	-10	nt	-5
CCOC(=O)c1cc(C)nc(Sc2ccc(C)cc2)c1C#N	3	11	6	5	4	-2	1	-1	9
CCn1c(C(C)C)n[nH]c1=S	1	5	-3	3	5	0	2	-4	0
COc1cccc(-n2c(COc3ccccc3C)nnc2SCC(=O)O)c1	-3	0	2	8	1	0	5	3	5
Cc1ccc(-c2nnc(-c3cccc(Br)c3)o2)cc1	-6	4	3	2	0	-1	6	-8	6
C[N+](C)(C)C[C@H](O)CC(=O)O	-3	-3	1	6	-4	-3	4	5	1
O=C(CSc1nnc(-c2ccco2)n1CC1CCCO1)c1ccccc1 (centres undefined)	3	1	-10	9	2	-6	7	-3	-1
CCN(CC)S(=O)(=O)c1ccc(-c2nnc(SCC(=O)c3ccc(OC)cc3)o2)cc1	2	1	5	9	-1	2	-3	-1	-6
COc1ccc(-c2cc(C(=O)N3CCc4ccccc4C3)no2)cc1OC	-3	-48	5	9	5	-2	-6	-4	-6
COC(=O)c1ccccc1S(=O)(=O)NNC(=O)c1ccccc1-n1cccc1	0	0	-3	-1	-3	2	2	-5	-1
COc1ccc2nc(NC(=O)Cc3cccs3)sc2c1	-5	10	5	-3	3	2	6	-3	9
CCc1ccc(N2C(=O)C(Cl)=C(Nc3ccc(C(=O)N4CCCC4)cc3)C2=O)cc1	5	15	3	7	-4	-6	-3	nt	9
CN1CC(=O)NC1=NC(=O)c1cc(F)c(F)cc1Cl	-7	11	7	2	2	1	2	1	-1
CCC(=O)OCC(=O)Nc1cc(S(=O)(=O)N(C)C)ccc1Cl	0	2	1	2	2	-4	6	-1	-2
Cc1ccc2nc(-c3ccsc3)c(NC3CCCC3)n2c1	-2	1	1	2	3	1	2	-1	7
Cc1ccc(S(=O)(=O)N2CCC3(CC2)OCCO3)c(C)c1	1	6	7	-7	0	5	1	3	1
COc1cc(CC(NC(C)=O)C(=O)NC2CCN(C(=O)Nc3ccccc3C)CC2)cc(OC)c1 (centres undefined)	-4	6	-3	-7	-2	2	-16	3	5
COCCNC(=S)N(CCc1c(C)[nH]c2ccc(F)cc12)Cc1cccnc1	0	4	-3	2	1	0	2	-5	5
COc1ccc(N(CC(=O)N2CCN(c3ccc(Cl)cc3)CC2)S(=O)(=O)c2c(C)n[nH]c2C)cc1	-2	9	1	-4	6	2	-2	9	0

Reformatted comma-delimited: 15 of the compounds above
molecule,PAD4 FP inh,PREPL inhibitor,LYPLA2 inh,PAFAH1B3 FP inh,PAFAH1B2 inh,LYPLA1 inh,PAFAH2 FP inh,GSTO1 inh,pPAFAH inh
Cc1ccc(-c2nnc(-c3cccc(Br)c3)o2)cc1,-6,4,3,2,0,-1,6,-8,6
C[N+](C)(C)C[C@H](O)CC(=O)O,-3,-3,1,6,-4,-3,4,5,1
O=C(CSc1nnc(-c2ccco2)n1CC1CCCO1)c1ccccc1 (centres undefined),3,1,-10,9,2,-6,7,-3,-1
CCN(CC)S(=O)(=O)c1ccc(-c2nnc(SCC(=O)c3ccc(OC)cc3)o2)cc1,2,1,5,9,-1,2,-3,-1,-6
COc1ccc(-c2cc(C(=O)N3CCc4ccccc4C3)no2)cc1OC,-3,-48,5,9,5,-2,-6,-4,-6
COC(=O)c1ccccc1S(=O)(=O)NNC(=O)c1ccccc1-n1cccc1,0,0,-3,-1,-3,2,2,-5,-1
COc1ccc2nc(NC(=O)Cc3cccs3)sc2c1,-5,10,5,-3,3,2,6,-3,9
CCc1ccc(N2C(=O)C(Cl)=C(Nc3ccc(C(=O)N4CCCC4)cc3)C2=O)cc1,5,15,3,7,-4,-6,-3,nt,9
CN1CC(=O)NC1=NC(=O)c1cc(F)c(F)cc1Cl,-7,11,7,2,2,1,2,1,-1
CCC(=O)OCC(=O)Nc1cc(S(=O)(=O)N(C)C)ccc1Cl,0,2,1,2,2,-4,6,-1,-2
Cc1ccc2nc(-c3ccsc3)c(NC3CCCC3)n2c1,-2,1,1,2,3,1,2,-1,7
Cc1ccc(S(=O)(=O)N2CCC3(CC2)OCCO3)c(C)c1,1,6,7,-7,0,5,1,3,1
COc1cc(CC(NC(C)=O)C(=O)NC2CCN(C(=O)Nc3ccccc3C)CC2)cc(OC)c1 (centres undefined),-4,6,-3,-7,-2,2,-16,3,5
COCCNC(=S)N(CCc1c(C)[nH]c2ccc(F)cc12)Cc1cccnc1,0,4,-3,2,1,0,2,-5,5
COc1ccc(N(CC(=O)N2CCN(c3ccc(Cl)cc3)CC2)S(=O)(=O)c2c(C)n[nH]c2C)cc1,-2,9,1,-4,6,2,-2,9,0

New compounds follow.
SMILES	PAD4 FP inh	PREPL inhibitor	LYPLA2 inh	PAFAH1B3 FP inh	PAFAH1B2 inh	LYPLA1 inh	PAFAH2 FP inh	GSTO1 inh	pPAFAH inh
CSc1ncccc1-c1nc2ccccc2[nH]1	-6	-4	-5	4	2	-2	2	-2	0
O=C1Nc2cccnc2Sc2ccccc21	1	-3	7	-7	-4	4	-4	8	1
c1ccc(Cn2nnc3c(N4CCCCCC4)ncnc32)cc1	2	-1	-2	5	3	1	-2	8	0
COc1ccc(NC(=O)C2CC(=O)N(c3cccc(C)c3C)C2)cc1 (centres undefined)	0	-6	0	6	0	6	16	5	3
Cc1onc(-c2ccccc2)c1C(=O)Nc1sccc1C#N	-14	-18	-19	-9	0	-11	-13	-4	8
COc1ccc(C2C(C#N)=C(C)NC3=C2S(=O)(=O)c2ccccc23)cc1 (centres undefined)	-2	4	-6	0	3	-8	6	-5	6
O=C(c1ccco1)c1cn(CC(=O)N2CCCC2)c2ccccc12	-1	17	-11	6	3	-4	-1	5	-2
CCc1cc(=O)oc2cc(OCC(=O)NCc3ccccn3)ccc12	1	-3	-2	5	1	0	-3	7	2
Cc1cc(=O)n2[nH]c(-c3ccco3)nc2n1	2	0	-3	6	4	-1	3	0	4
O=C(Nc1ccc(S(=O)(=O)N2CCOCC2)cc1)c1cccc(Br)c1	-5	2	3	-1	6	-5	6	-2	2
CC(OC(=O)C1CC=CCC1C(N)=O)C(Cl)=C(Cl)Cl (centres undefined)	-2	-8	-1	5	2	-1	-4	16	4
COC(=O)C1=C(C)N=C2SC(C)C(=O)N2C1/C=C/c1ccccc1 (centres undefined)	6	-1	1	1	5	-2	-7	3	-11
CCNC(=O)COC(=O)c1cc(S(=O)(=O)N2CCCCC2)ccc1C	1	2	7	2	2	2	11	13	2
Cc1cc(C=O)c2c(c1)C=CC1(Oc3ccccc3C(=O)N1C)O2 (centres undefined)	-1	25	4	nt	nt	0	nt	-4	3
COc1ccc(-c2ccc(OC)c([C@H]3[C@H]4C=CC[C@@H](C)[C@@H]4C(=O)N3Cc3ccccc3)c2)cc1	-3	12	-4	6	4	1	6	-2	2
O=C(Nc1ccc(S(=O)(=O)N2CCCCC2c2cccnc2)cc1)c1c(F)cccc1F (centres undefined)	1	6	8	1	7	0	4	6	1
CCOc1ccc(C(=O)N[C@H](C(=O)NNC(=O)c2cccs2)C(C)C)cc1	2	7	nt	8	6	nt	0	nt	4
CCCc1cc(=O)n2[nH]cnc2n1	1	-6	4	8	2	1	-13	0	2
CC(=O)NC(CC(=O)OCC(=O)N1CCN(S(=O)(=O)c2ccc(C)cc2C)CC1)c1ccccc1 (centres undefined)	-1	11	2	-2	-1	1	6	nt	0
CCn1c(SC(C)C(=O)Nc2nccs2)nnc1-c1ccncc1 (centres undefined)	-2	5	3	-10	-3	-1	1	1	0
COc1ccc(CCC(=O)NC(C)C)cc1	-5	-3	-7	1	-1	-4	-2	0	3
COc1ccc(S(=O)(=O)NC2CC2)cc1Br	0	2	3	3	0	0	4	3	9
Nc1ccccc1C(=O)NNC1=C(C(=O)C(F)(F)F)CCC1	0	14	8	14	5	3	8	-1	4
COCCn1c(SCC(=O)Nc2cccc(F)c2)nc2c(c1=O)SCC2	0	12	0	-1	5	2	3	-2	-4

Some of these compounds in order of the PAD4 FP inh value, high to low.
SMILES	PAD4 FP inh
CCOc1ccc(C(=O)N[C@H](C(=O)NNC(=O)c2cccs2)C(C)C)cc1	2
COc1ccc(S(=O)(=O)NC2CC2)cc1Br	0
COc1ccc(CCC(=O)NC(C)C)cc1	-5

Following part
SMILES	PAD4 FP inh	PREPL inhibitor	LYPLA2 inh	PAFAH1B3 FP inh	PAFAH1B2 inh	LYPLA1 inh	PAFAH2 FP inh	GSTO1 inh	pPAFAH inh
O=C(CSc1nc(COc2ccccc2)nc2ccccc12)NC1CCCC1	2	15	-3	-5	8	-4	3	-4	3
COc1ccc(NC(=O)Cn2cnc3sc(C)c(S(=O)(=O)N4CCOCC4)c3c2=O)c(OC)c1	-1	-7	4	4	1	1	-1	2	-7
COc1ccc(S(=O)(=O)N2CCOCC2)cc1NC(=O)C1COc2ccccc2O1 (centres undefined)	2	14	9	2	2	0	5	2	5
COc1cc(C(=O)NCc2nnc(SCC(=O)N3CCOCC3)o2)cc(OC)c1OC	-6	-3	0	-2	-7	-4	-2	2	-2

Screening data from PubChem.
